Screens (PubChem)
HT1080NT lethal: qHTS for induction of synthetic lethality in tumor cells producing 2HG: qHTS for the HT-1080-NT fibrosarcoma cell line. HT-1080-NT fibrosarcoma viability, CellTiter-Glo ATP luminescence, 48 h. hit rate 1.6% among 360,000. Potency, µM (series often up to 46.1 µM), inactives show top-dose activity, negative = less viability, hits mostly cytotoxic;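 further: NT is the 2HG producing partner of a matched IDH1 knockdown line; 0% = DMSO-treated cells and -100% = media-only wells without cells; nearly all actives have a fitted effect of over 55% in size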
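Fibrosarcoma NT cells, 750 per well in 5% FBS RPMI, were exposed to compound for 48 hours. Viability: CellTiter-Glo luminescence.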
HT1080 IDH1KD tx: qHTS for induction of synthetic lethality in tumor cells producing 2HG: qHTS for the HT-1080-IDH1KD cell line. hit rate 2% among 360,000. Potency, µM (doses to about 46.1 µM), for the others: top-dose activity, negative = toxicity, actives largely listed as cytotoxic. HT-1080 IDH1 knockdown viability, ATP luminescence, 48 h;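 further: 0% = DMSO wells and -100% = cell-free medium wells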
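IDH1KD HT-1080 cells, 750/well, RPMI + 5% FBS; compound pinned after 2 h settling; 48 h, 37 °C; CellTiter-Glo luminescence; % activity normalised to DMSO and no-cell wells; curves fitted, classed by r2 and efficacy.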
KB-3-1 tox: qHTS assay for MDR1-selective chemotherapeutics: Primary screen using the parental adenocarcinoma cell KB-3-1 | hit rate 1.4% among 400,000 | AID 1347075, 2019 | KB-3-1 viability, CellTiter-Glo ATP luminescence, 72 h | Potency, µM (doses to about 46.1 µM), inactives show top-dose activity change, negative = cytotoxic, most hits filed as cytotoxic; further: on the % scale 0 is the no-effect control and ±100 the full control effect; nearly all actives have a fitted effect of over 60% in size
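Parental KB-3-1 adenocarcinoma cells in phenol-red-free DMEM with 10% FBS were pin-treated with compounds at several concentrations, incubated 72 h at 37 °C, and viability read by CellTiter-Glo luminescence; concentration-effect curves were fitted after normalization.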
GLP-1R inv ag: qHTS of GLP-1 Receptor Inverse Agonists (Inhibition Mode); Potency, µM (top dose mostly 38.3 µM), without a hit: at the top dose activity change, negative = inhibition, hits mostly inhibitors; AID 624417, 2012; hit rate 1.6% among 410,000; Glucagon-like peptide 1 receptor (Homo sapiens), P43220; HEK293 GLP-1R CRE-luciferase, luminescence, 24 h; GLP-1R form is constitutively active; further: on the % scale 0 is the no-effect control and ±100 the full control effect; nearly all actives have a fitted effect of over 55% in size
Target sequence (P43220 whole entry, looked up): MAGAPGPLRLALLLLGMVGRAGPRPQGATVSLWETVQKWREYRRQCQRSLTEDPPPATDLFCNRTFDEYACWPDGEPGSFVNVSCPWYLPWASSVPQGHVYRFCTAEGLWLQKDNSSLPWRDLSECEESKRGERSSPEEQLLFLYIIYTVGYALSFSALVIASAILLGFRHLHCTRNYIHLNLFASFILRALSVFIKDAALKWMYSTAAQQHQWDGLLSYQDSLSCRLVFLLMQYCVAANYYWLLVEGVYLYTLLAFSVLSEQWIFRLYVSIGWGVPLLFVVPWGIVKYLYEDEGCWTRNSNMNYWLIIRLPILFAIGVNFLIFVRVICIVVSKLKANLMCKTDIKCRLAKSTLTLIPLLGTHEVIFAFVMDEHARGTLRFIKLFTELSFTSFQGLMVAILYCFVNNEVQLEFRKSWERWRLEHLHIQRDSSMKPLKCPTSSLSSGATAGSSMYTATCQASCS
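Luminescence readout: a drop in cAMP-driven luciferase signal flags inverse agonism at a constitutively active GLP-1R stably expressed in HEK293. Compound exposure lasted 24 hr at 37 deg C, 5% CO2.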
TDP-43 yeast inh: qHTS of TDP-43 Inhibitors; AID 652104, 2013; Potency, µM (series often up to 46.1 µM), without a hit: top-dose growth rescue (activation), actives largely listed as activators; hit rate 1.8% among 410,000; TDP-43 expressing yeast growth rescue, BacTiter-Glo, 24 h; further: % of control where 0% means no effect; nearly all actives have a fitted effect of over 50% in size
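Galactose-induced TDP-43 yeast, OD600=0.02, compound pinned; 24 hr, 30 deg C; BacTiter-Glo luminescence for growth. Inhibitors of TDP-43 toxicity read as activators.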
GLP-1R agonist: qHTS of GLP-1 Receptor Agonists. hit rate 0.007% among 380,000. HEK293 GLP-1R CRE-luciferase, luminescence, 4-6 h; cells express a hypersensitive GLP-1R form. Potency, µM (top dose mostly 45.6 µM), for the others: at the highest dose activation, most hits filed as activators; further: % of control where 0% means no effect
SW480 rereplic: A quantitative high throughput screen for small molecules that induce DNA re-replication in SW480 colon adenocarcinoma cells; SW480 DNA re-replication, Hoechst DNA content imaging, 48 h; Potency, µM (series often up to 46.1 µM), for the others: at the top dose re-replication activation, usual class: activators; hit rate 1.8% among 340,000; AID 624297, 2012; further: % of control where 0% means no effect; nearly all actives have a fitted effect of over 55% in size
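SW480 cells exposed to compounds for 48 hr at 37 C, 5% CO2, then Hoechst-stained 40 min. Nuclear DNA content imaged by fluorescence scanning (405 nm excitation, 500-530 nm emission); re-replication scored as increased high-intensity nuclei.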
KB-V1 MDR tox: qHTS assay for MDR1-selective chemotherapeutics: Primary screen using the drug-selected MDR subline cells KB-V1; KB-V1 MDR cells viability, CellTiter-Glo, 72 h; Potency, µM (titrated, usually from 46.1 µM), inactives show at the top dose activity change, negative = cytotoxicity, usual class: cytotoxic; hit rate 3.4% among 400,000; further: on the % scale 0 is the no-effect control and ±100 the full control effect; nearly all actives have a fitted effect of over 60% in size
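Cells of the MDR subline KB-V1 are plated, dosed with compound at multiple concentrations, and incubated 72 h at 37 degrees C; CellTiter-Glo is then added and luminescence read after 10 min.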
HEK293 tox: qHTS of GLP-1 Receptor Inverse Agonists: Cytotox Screen; HEK293 cAMP-luciferase reporter cells, luminescence, 24 h; Potency, µM (top dose mostly 38.3 µM), for inactives: top-dose activity change, negative = inhibition, hits mostly inhibitors; hit rate 0.13% among 410,000;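 further: loss of luciferase light is scored as toxicity; on the % scale 0 is the no-effect control and ±100 the full control effect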
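1536-well qHTS counterscreen of the MLSMR; 200 cells/uL, 12 h pre-incubation, 23 nL cpd, 24 h at 37 deg C 5% CO2, luciferase detection reagent, 12 min RT, luminescence. Inhibition = undesired.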
Active calls of the source: *; ? = inconclusive; nt = not tested or not shown; [ ] = remark or other dose. The call rests on the fitted dose curve; in most records, active means well fitted curve in the direction sought with a large enough effect; inconclusive means small, poorly fitted or top-dose-only effect, or another doubt; inactive means no such curve, though single readings can be large; an effect the other way counts as inactive or inconclusive. Potency means the concentration at half of the fitted maximal effect.

#	Structure	HT1080NT lethal	HT1080 IDH1KD tx	KB-3-1 tox	GLP-1R inv ag	TDP-43 yeast inh	GLP-1R agonist	SW480 rereplic	KB-V1 MDR tox	HEK293 tox
1	COc1ccc(CNC(=O)CCN2C(=O)c3ccccc3C2=O)cc1OC	15%	1%	19%	19%	5%	12%	-31%	?	18%
2	C#CCOCCOCCOCCNc1nc(N2CCN(C(=O)[C@H](CCCCN)n3cc([C@@H](N)C(C)CC)nn3)CC2)nc(N2CCN(C(=O)[C@H](Cc3ccc(O)cc3)n3cc([C@@H](N)C(C)CC)nn3)CC2)n1 (stereo partly drawn)	2%	11%	1%	21%	10%	2%	20%[9.22 µM]	0%	5%
3	CN(/N=C/c1ccc2c(c1)OCO2)c1nc(N2CCOCC2)nc(N2CCOCC2)n1	21%	13%	6%	-13%	13%	5%	?	-21%	13%
4	Cc1ccc(S(=O)(=O)Nc2ccc3c(c2)C(=O)N([C@H](C)CO)C[C@H](C)[C@@H](CN(C)C(=O)Nc2ccc(C(F)(F)F)cc2)O3)cc1	-20%	-29%	0%	?	-16%	-4%	12%	0%	?
5	Cc1ccc(C)c(NC(=O)CN2C(=O)c3ccccc3C2=O)c1	0%	23%	-6%	16%	10%	6%	-23%	3%	10%
6	CCOc1ccc2oc(C(=O)OC(C(=O)NC(N)=O)C(C)C)c(C)c2c1 (stereo not drawn)	1%	0%	-2%	20%	-14%	23%	-6%	?	2%
7	COc1cc2c(cc1OC)CN(CCC(=O)c1ccc(Br)cc1)CC2	26µM*	23µM*	1%	-12%	5%	12%	-3%	-11%	-9%
8	CCOC(=O)c1sc(NC(C)=O)cc1C	0%	3%	-10%	36%[activator]	4%	2%	-3%	-9%	-14%
9	O=C(COc1ccc(Cl)cc1)OCc1csc(Nc2ccccc2)n1	14%	16%	11%	5%	-7%	3%	-3%	-13%	-6%
10	CN(Cc1ccccc1)C(=O)CCc1ccccc1	21%	23%	13%	-23%	22%	13%	-2%	1%	-1%
11	Oc1ccc(-c2[nH]nc(-c3ccccc3)c2-c2nc3ccccc3[nH]2)cc1	-4%	-11%	1%	?	-5%	-10%	-4%	-1%	2%
12	CC1(C)Cc2cccc(OCC(=O)OCc3nnc(-c4ccc([N+](=O)[O-])cc4)o3)c2O1	1%	9%	-1%	16%	11%	0%	-11%	3%	6%
13	O=C(c1ccc(CN2CCc3ccccc3C2)cc1)N1CCc2ccccc2C1	6%	10%	0%	-8%	13%	11%	-2%	-1%	-3%
14	Cn1cc(CNCc2ccc(OC(F)(F)F)cc2)c(-c2ccc3c(c2)OCCO3)n1	21µM*	-6%	0%	?	14%	27%	5%	?	-7%
15	Cc1ccc(-c2nn3c(C)nnc3s2)cc1NC(=O)c1ccc(OC(C)C)cc1	2%	-4%	0%	12%	24%	12%	14%	?	-8%

Five structures from above, arranged by heavy-atom count, falling:
#	Structure	HT1080NT lethal	HT1080 IDH1KD tx	KB-3-1 tox	GLP-1R inv ag	TDP-43 yeast inh	GLP-1R agonist	SW480 rereplic	KB-V1 MDR tox	HEK293 tox
2	C#CCOCCOCCOCCNc1nc(N2CCN(C(=O)[C@H](CCCCN)n3cc([C@@H](N)C(C)CC)nn3)CC2)nc(N2CCN(C(=O)[C@H](Cc3ccc(O)cc3)n3cc([C@@H](N)C(C)CC)nn3)CC2)n1 (stereo partly drawn)	2%	11%	1%	21%	10%	2%	20%[9.22 µM]	0%	5%
4	Cc1ccc(S(=O)(=O)Nc2ccc3c(c2)C(=O)N([C@H](C)CO)C[C@H](C)[C@@H](CN(C)C(=O)Nc2ccc(C(F)(F)F)cc2)O3)cc1	-20%	-29%	0%	?	-16%	-4%	12%	0%	?
15	Cc1ccc(-c2nn3c(C)nnc3s2)cc1NC(=O)c1ccc(OC(C)C)cc1	2%	-4%	0%	12%	24%	12%	14%	?	-8%
9	O=C(COc1ccc(Cl)cc1)OCc1csc(Nc2ccccc2)n1	14%	16%	11%	5%	-7%	3%	-3%	-13%	-6%
5	Cc1ccc(C)c(NC(=O)CN2C(=O)c3ccccc3C2=O)c1	0%	23%	-6%	16%	10%	6%	-23%	3%	10%

(further entries)
#	Structure	HT1080NT lethal	HT1080 IDH1KD tx	KB-3-1 tox	GLP-1R inv ag	TDP-43 yeast inh	GLP-1R agonist	SW480 rereplic	KB-V1 MDR tox	HEK293 tox
16	COc1ccc(N2CCN(C(=O)C3CCCN(S(=O)(=O)c4cccc5cccnc45)C3)CC2)cc1 (stereo not drawn)	6%	3%	4%	14%	?	15%	-3%	10%	-9%
17	CC12CN3CCN(CC(C3)/C1=N/N=C/c1cccc([N+](=O)[O-])c1)C2	-8%	-8%	12%	2%	7%	13%	?	-10%	?
18	COc1ccc(NC(=O)Nc2ccncc2)c(OC)c1	7%	18%	-4%	14%	3%	5%	-26%	0%	-1%
19	C/C(=N\NC(=O)c1ccccc1O)c1ccc(NC(=O)c2ccccc2)cc1	-20%	-20%	11%	3%	17%	1%	5%	13%	-2%
20	O=C(C[C@H]1CC[C@@H](NS(=O)(=O)c2ccccc2)[C@@H](CO)O1)NCc1ccc(Cl)c(Cl)c1	-11%	-11%	-24%	-23%	22%	nt	nt	-10%	-10%
21	COc1cccc(/C=N/NC(=O)c2cccs2)c1	-11%	-9%	-1%	17%	-1%	16%	-7%	0%	3%
22	COC(=O)c1cccc2c1NC(=O)C2=O	-15%	-26%	?	23%	-14%[1.82 µM]	12%	?	-5%	-1%
23	Fc1cnc(N2CCOCC2)nc1N1CCc2ccccc21	-2%	0%	-1%	?	-3%	?	20%	-16%	38%[activator]
24	COc1ccc(Cn2nnnc2CN2CCC(O)(c3ccccc3F)CC2)cc1	-1%	14%	-6%	0%	-3%	15%	2%	-16%	-3%
25	CCCC(=O)N1CCCC1(C)C(=O)NCc1ccc(F)cc1Cl (stereo not drawn)	21%	1%	0%	20%	20%	14%	nt	-1%	5%
26	Cc1ccc(NC(=O)CN2CCCN(Cc3cc(C)ccc3C)S2(=O)=O)c(Cl)c1	nt	nt	-19%	?	18%	nt	nt	6%	3%
27	Cc1cc(C)cc(NS(=O)(=O)c2ccc3oc(=O)ccc3c2)c1	-1%[9.24 µM]	?	-18%	?	-11%	0%	6%	-25%	1%
28	Cc1[nH]c2ccc(C(=O)NCC(C)(C)N3CCOCC3)cc2c1C	-4%	0%	9%	-2%	-11%	6%	-1%	3%	-13%
29	O=C(NCC(c1ccco1)N1CCc2ccccc2C1)c1ccccc1 (stereo not drawn)	10%	4%	0%	?	21%	-11%	-11%	?	11%
30	O=C(c1ccco1)N1CCN(Cc2cc(=O)c(OCc3ccccc3Cl)co2)CC1	17%	15%	14%	25%	-5%	16%	-78%[inhibitor]	-9%	2%

Following part.
#	Structure	HT1080NT lethal	HT1080 IDH1KD tx	KB-3-1 tox	GLP-1R inv ag	TDP-43 yeast inh	GLP-1R agonist	SW480 rereplic	KB-V1 MDR tox	HEK293 tox
31	O=C(CSc1ccccc1)N1CCc2ccccc21	5%	-1%	-5%	?	18%	-5%	0%	11%	-7%
32	O=C(CN1C(=O)COc2ccc(Cl)cc21)Nc1cccc(C(=O)O)c1	nt	nt	-2%	11%	25%	nt	nt	?	-10%
33	O=C(CCC1N=C2c3ccccc3N=C(SCc3ccc(Cl)cc3)N2C1=O)N1CCN(c2ccccc2)CC1 (stereo not drawn)	nt	nt	1%	-1%	-1%	nt	nt	2%	-2%
34	CC(C)c1nnc(NC(=O)CCC2CCCCC2)s1	6%	15%	6%	4%	5%	8%	0%	-3%	-4%
35	COC(=O)c1c(C)oc(C)c1S(=O)(=O)N(Cc1ccccc1)C(C)C	-6%	-11%	-5%	?	12%	3%	-17%	-9%	7%
36	CN(CCc1ccccc1)C(=O)c1cccc(NC(=O)Cc2ccc([N+](=O)[O-])cc2)c1	-23%	-14%	?	?	16%	7%	-8%	?	-14%
37	NC(=O)Cn1nc([N+](=O)[O-])nc1Oc1ccc(Br)cc1	4%	6%	16%	11%[7.66 µM]	19%	0%	-4%	-3%	0%[7.66 µM]
38	COc1ccc(C(=O)NCCc2sc(-c3ccc(Cl)cc3)nc2C)c(OC)c1	nt	nt	-21%	?	?	nt	nt	-6%	-1%
39	CCc1nnc(NC(=O)C(=O)NCCOC(=O)c2ccccc2Cl)s1	0%	-6%	-6%	3%	-9%	-3%	7%	-1%	1%
40	Cc1ccc2c(n1)sc1c(=O)n(-c3cccc(C(F)(F)F)c3)nnc12	nt	nt	-10%	-7%	13%	nt	nt	4%	8%
41	Cc1nc(SCC(=O)c2cc3ccccc3oc2=O)c(C#N)c(-c2cccs2)c1C(=O)Nc1ccccc1	7%	9%	-17%	-21%	-18%[0.397 µM]	6%	?	2%	-4%
42	O=S(=O)(Nc1ncccn1)c1ccc(NC(=S)Nc2ccc(Cl)cc2)cc1	-2%	-12%	-9%	-29%	23%	5%	-1%	-7%	0%
43	CC(NC(=O)CNC(=O)c1ccco1)c1ccc(S(N)(=O)=O)cc1 (stereo not drawn)	0%	1%	1%	2%	-26%	10%	3%	-16%	6%
44	CN1OC[C@@H]2CN(C(=O)C(C)(C)C)[C@H](c3cccc(Br)c3)C[C@@H]21	15%	12%	7%	-25%	18%	0%	-14%[9.22 µM]	25%	-4%
